GLP1R ag = activates the human GLP-1 receptor | P43220 | 380,000 tested, 0.007% active | AID 624172 | Potency, µM (doses to about 45.6 µM), for inactives: top-dose activation, usual class: activators | HEK293 GLP-1R CRE-luciferase, luminescence, 4-6 h; cells express a hypersensitive GLP-1R form; note: potency is the fitted concentration of half-maximal effect; % of control where 0% means no effect
Target sequence (P43220 whole entry, looked up): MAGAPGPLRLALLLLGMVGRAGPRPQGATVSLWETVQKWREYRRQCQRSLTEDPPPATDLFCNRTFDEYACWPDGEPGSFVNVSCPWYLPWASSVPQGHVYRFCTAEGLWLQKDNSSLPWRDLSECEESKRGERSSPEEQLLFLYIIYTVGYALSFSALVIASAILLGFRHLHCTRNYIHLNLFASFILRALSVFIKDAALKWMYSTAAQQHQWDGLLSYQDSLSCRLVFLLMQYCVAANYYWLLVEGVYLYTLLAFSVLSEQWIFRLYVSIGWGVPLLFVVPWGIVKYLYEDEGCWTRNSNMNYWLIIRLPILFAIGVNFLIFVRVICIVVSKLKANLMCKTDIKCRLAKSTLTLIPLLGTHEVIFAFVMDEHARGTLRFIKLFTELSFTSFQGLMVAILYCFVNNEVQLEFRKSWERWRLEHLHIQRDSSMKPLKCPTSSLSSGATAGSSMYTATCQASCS
SW480 rereplic = induces DNA re-replication in SW480 colon adenocarcinoma cells. Potency, µM (titrated, usually from 46.1 µM), without a hit: top-dose re-replication activation, most hits filed as activators. SW480 DNA re-replication, Hoechst DNA content imaging, 48 h. 340,000 tested, 1.8% active; note: potency is the fitted concentration of half-maximal effect; % of control where 0% means no effect; nearly all actives have a fitted effect of over 55% in size
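250 cells/well; 23 nL cpd via pin tool; 48 hr, 37 C, 5% CO2; Hoechst 40 min; imager read of total nuclear intensity, ex 405/em 500-530 nm.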
DRD3 agonist = agonists of human D3 dopamine receptor; D3R DiscoveRx beta-arrestin cells, luminescence, 90 min; 410,000 tested, 0.58% active; P35462; max activation, %; AID 652048; in the data active = max activation above about 30%; note: 0% is about no effect; mostly tested at two doses, the higher about 12 µM
Target sequence (P35462 whole entry, looked up): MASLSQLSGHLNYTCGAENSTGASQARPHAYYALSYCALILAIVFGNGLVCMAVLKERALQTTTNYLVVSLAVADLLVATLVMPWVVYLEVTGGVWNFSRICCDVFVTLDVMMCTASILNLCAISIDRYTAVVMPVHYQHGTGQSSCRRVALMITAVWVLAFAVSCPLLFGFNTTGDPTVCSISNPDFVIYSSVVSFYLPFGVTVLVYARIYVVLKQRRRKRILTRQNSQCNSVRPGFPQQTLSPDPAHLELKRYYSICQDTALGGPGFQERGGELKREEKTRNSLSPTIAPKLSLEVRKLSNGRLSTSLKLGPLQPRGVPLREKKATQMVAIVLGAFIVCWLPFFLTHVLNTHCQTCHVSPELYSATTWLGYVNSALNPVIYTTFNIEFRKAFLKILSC
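Agonist-mode cell screen: cells plated at 1500/well and incubated overnight at 37 °C, then exposed to library compounds for 90 min at 37 °C. Detection reagent was added for 30–60 min at room temperature, and luminescence was read.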
IL1B secr inh = inflammasome signaling inhibition, IL-1 beta readout | THP-1 LPS/ATP IL-1B secretion, AlphaLISA, 16 h; stronger effect = lower value | 360,000 tested, 4.7% active | activity change, % at 57.5 µM | AID 743279; in the data active = activity change below about -50%; inconclusive = mostly about -30% to -49%; note: % is set by controls: 0 for no effect and ±100 for the full control effect
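Secreted IL-1B measured by AlphaLISA bead assay after 16 h compound exposure of THP-1 cells; compounds (final up to 57.5 uM) added 1 h before LPS (250 ng/mL) and ATP (1.25 mM) stimulation; lower signal means less secretion.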
DRD3 antagonist = D3 dopamine receptor (human) antagonism. P35462. D3R cells, DiscoveRx beta-arrestin luminescence, antagonist mode; stronger effect = lower value. max response, negative = inhibition, %. 360,000 tested, 2.5% active. AID 652054; in the data active = max response below about -50%; inconclusive = no clear call, values can overlap the other calls; note: % is set by controls: 0 for no effect and ±100 for the full control effect; mostly tested at two doses, the higher about 12 µM
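Cells plated overnight at 1500 cells/well, then exposed to library compounds with dopamine controls for 90 minutes at 37 degrees C. DiscoveRx reagent added for 30–60 minutes at room temperature; luminescence read, quantitative HTS format.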
HT1080-NT tox = kills 2HG-producing HT-1080-NT fibrosarcoma cells. AID 686970. HT-1080-NT fibrosarcoma viability, CellTiter-Glo ATP luminescence, 48 h. Potency, µM (top dose mostly 46.1 µM), without a hit: at the top dose activity, negative = less viability, actives largely listed as cytotoxic. 360,000 tested, 1.6% active;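 note: NT is the 2HG producing partner of a matched IDH1 knockdown line; potency is the fitted concentration of half-maximal effect; 0% = DMSO-treated cells and -100% = media-only wells without cells; nearly all actives have a fitted effect of over 55% in size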
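Viability by CellTiter-Glo luminescence after 48 h compound exposure at 37C of HT-1080-NT cells (750/well, RPMI, 5% FBS). % activity scaled between DMSO wells and medium-only wells, then curve-fitted and categorized by curve class.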
KB-3-1 tox = KB-3-1 parental cell cytotoxicity. KB-3-1 viability, CellTiter-Glo ATP luminescence, 72 h. Potency, µM (doses to about 46.1 µM), without a hit: at the top dose activity change, negative = cytotoxic, most hits filed as cytotoxic. 400,000 tested, 1.4% active. AID 1347075; note: potency is the fitted concentration of half-maximal effect; % is set by controls: 0 for no effect and ±100 for the full control effect; nearly all actives have a fitted effect of over 60% in size
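Screening of KB-3-1 cells (DMEM, 10% FBS, phenol-red free) ran from lowest to highest compound concentration; after 72 h at 37 °C viability was read luminescently and curves fitted.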
HT1080 IDH1KD tx = toxicity to HT-1080 IDH1 knockdown cells (counter line). Potency, µM (doses to about 46.1 µM), without a hit: at the top dose activity, negative = toxicity, hits mostly cytotoxic. AID 686971. 360,000 tested, 2% active. HT-1080 IDH1 knockdown viability, ATP luminescence, 48 h;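 note: potency is the fitted concentration of half-maximal effect; 0% = DMSO wells and -100% = cell-free medium wells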
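After a 2 h attachment period, IDH1KD HT-1080 cells took pin-transferred compound for 48 h at 37 °C; ATP-based luminescence after 10 min room-temperature reagent incubation reported viability.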
KB-V1 cytotox = KB-V1 MDR subline cytotoxicity | Potency, µM (top dose mostly 46.1 µM), without a hit: at the top dose activity change, negative = cytotoxicity, most hits filed as cytotoxic | 400,000 tested, 3.4% active | KB-V1 MDR cells viability, CellTiter-Glo, 72 h; note: potency is the fitted concentration of half-maximal effect; % is set by controls: 0 for no effect and ±100 for the full control effect; nearly all actives have a fitted effect of over 60% in size
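Potencies derive from concentration-effect curves fitted to normalized luminescence (CellTiter-Glo) of KB-V1 cells treated for 72 h at 37 degrees C in phenol-red-free DMEM containing 10% FBS.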
* hit, by the source's call; ? = inconclusive; nt = not tested or not shown; [ ] = another dose, or the depositor's remark. Unless noted, calls come from the whole dose curve; as a rule, active = well fitted curve in the direction sought with a large enough effect; inconclusive = small, poorly fitted or top-dose-only effect, or another doubt; inactive = no such curve, though single readings can be large; an effect the other way counts as inactive or inconclusive. Rows are unselected; overall some 12% were active at least once.

Preview:
SMILES	GLP1R ag	SW480 rereplic	DRD3 agonist	IL1B secr inh	DRD3 antagonist	HT1080-NT tox	KB-3-1 tox	HT1080 IDH1KD tx	KB-V1 cytotox
CC(Sc1nnc(-c2ccco2)n1C)C(=O)NC1CCCC1 (stereo not drawn)	-7%	-28%	-5	0	8	0%[9.24 µM]	-1%	6%	27%
CN(C)c1cccc(NC(=O)c2ccco2)c1	6%	3%	6	12	0	-2%	-1%	-5%	11%
COC(=O)Cc1c(C(=O)OC)nnn1-c1ccc(OC)cc1	2%	-17%	7	-6	5	3%	-10%	20%	6%

Main list, from the start:
SMILES	GLP1R ag	SW480 rereplic	DRD3 agonist	IL1B secr inh	DRD3 antagonist	HT1080-NT tox	KB-3-1 tox	HT1080 IDH1KD tx	KB-V1 cytotox
CC(Sc1nnc(-c2ccco2)n1C)C(=O)NC1CCCC1 (stereo not drawn)	-7%	-28%	-5	0	8	0%[9.24 µM]	-1%	6%	27%
CN(C)c1cccc(NC(=O)c2ccco2)c1	6%	3%	6	12	0	-2%	-1%	-5%	11%
COC(=O)Cc1c(C(=O)OC)nnn1-c1ccc(OC)cc1	2%	-17%	7	-6	5	3%	-10%	20%	6%
O=C(N=C1SC2CS(=O)(=O)CC2N1Cc1ccccc1Cl)C1CC1 (stereo not drawn)	10%	?	-5	18	-2	2%	7%	4%	?
CCOC(=O)c1sc(NC(=O)CSc2nccn2C)nc1C	10%	-1%	-7	0	-19	1%	-2%	0%	0%
OCCN1CN=C(Nc2nc3ccccc3o2)NC1	1%	?	0	11	15	11%	0%	9%	16%
Cn1nnnc1SCC(=O)NC1CCCC1	4%	-8%	-5	6	4	4%	?	0%	42%
CN1CC[C@@H]2C(=O)N3CCc4ccc(-c5ccc6c(c5)OCO6)cc4[C@@H]3C[C@@H]21	8%	?	13	-16	-5	-1%	0%	-1%	0%
C=CCC1CCCC(=O)N2CC[C@H](O)C12 (stereo partly drawn)	-3%	-2%	-8	8	-21	-3%	9%	-3%	-12%
O=C(COC(=O)C12CC3CC(CC(Br)(C3)C1)C2)Nc1cccnc1Cl	3%	1%	-8	-5	-8	1%	1%	13%	-1%
COc1ccc(C(C#N)CC(=O)c2ccc3c(c2)OCO3)cc1OC (stereo not drawn)	20%	nt	4	-22	-12	-2%	-4%	-5%	?
COc1ccc(Cl)cc1NS(=O)(=O)c1cccc(C(=O)NCCCN2CCCC2=O)c1	0%	0%	-4	21	-18	-5%	nt	-8%	nt
CCCC(=O)N1CCN(c2ccc([N+](=O)[O-])c(NC(C)c3ccccc3)c2)CC1 (stereo not drawn)	-7%	-11%	2	-19	28	0%	4%	0%	13%
CCOc1ccccc1NC(=O)CSc1nc(=O)n(CCN2CCOCC2)c2c1CCCC2	7%	-7%	4	-1	21	1%	12%	3%	?
Cc1cc(C)c(S(=O)(=O)Cc2ccc(Cl)cc2)c(=O)[nH]1	4%	0%	-3	-19	13	17%	0%	22%	-5%
CCOP(=O)(OCC)C(C#N)=C1SCN(c2ccccc2)CS1	-2%	-1%	2	30	-1	1%	-3%	-1%	?
CCOC(=O)c1sc(=NC(=O)C2CC2)n(C)c1C	5%	0%	-1	-10	-14	16%	9%	15%	-15%
Cc1cccc(-n2c(C)nc3sccc3c2=O)c1	-1%	-9%	-7	33	0	-8%	13%	3%	-10%
Cc1cc(=O)oc(C)c1C(=O)N1CCCCC1	-1%	-6%	8	5	18	6%	1%	8%	?
C=CCOc1c(Cl)cc(CNc2ccc(N(C)C)cc2)cc1OC	-3%	?	2	0	-22	-15%[9.24 µM]	?	16µM*	5.2µM*
CC(=O)c1c(N2CCN(c3ccccc3)CC2)nc(=S)n(-c2ccccc2)c1C	1%	13%	-11	-65*	-53*	1%	-3%	-17%	2%
COc1ccc(C2=NN(CC(=O)NCc3ccco3)C(=O)CC2)cc1	3%	-10%	-4	3	-13	0%	3%	-1%	1%
Cc1cc(C(=O)NCCc2ccc(Cl)cc2)c(C)o1	2%	-8%	-9	-13	-21	9%	?	10%	-12%
Cc1ccc(NC(=O)CN2C(=O)NC(C)(C)C2=O)cc1S(=O)(=O)N1CCCCCC1	16%	-72%[inhibitor]	1	1	7	4%	4%	3%	?
COc1ccc(CCNC(=O)Cn2c(=O)oc3ccccc32)cc1OC	1%	-3%	-7	-15	-12	0%	9%	-2%	-17%
COc1ccc(OCCn2c(=N)n(CCO)c3ccccc32)cc1	-3%	-7%	-1	-16	-3	-5%	15%	-10%	5%
COc1cccc(OCc2cc(C3Nc4ccccc4C(=O)N3Cc3ccco3)ccc2OC)c1 (stereo not drawn)	-1%	1%	-2	-27	6	-1%	-7%	0%	4.1µM*
CC(C)(C)OC(=O)N(CCc1ccccc1)Cc1ccc(OCc2cccc(NC(=O)C3CCC3)c2)cc1	5%	-17%[9.22 µM]	26	0	79	1%	?	-5%	-9%
CC(C)C[C@H]1CNC(=O)C(=O)N1C[C@H](C)NC(=O)Cc1ccccc1	-1%	-5%	-29	12	-52*	-2%	0%	3%	-1%
Cc1c(C)c2cc(Cl)c(OCC(=O)N3CCN(c4ccc(F)cc4)CC3)cc2oc1=O	1%	-35%	16	44	11	15%	0%	12%	-20%
N=c1oc2ccc(Cl)cc2cc1C(=O)Nc1ccc(F)cc1	6%	1%	3	5	5	9%	4%	17%	11%
Cn1c(N)c(C(=O)COC(=O)CC(NC(=O)c2ccccc2Cl)c2ccccc2)c(=O)n(C)c1=O (stereo not drawn)	16%	-6%	3	29	-11	-12%	1%	6%	-4%
COc1ccc(OC)c(CNn2c(-c3ccccc3F)nc3ccccc3c2=O)c1	6%	21%	-1	-1	-13	-4%	-3%	-13%	?
COc1ccc(C(CNC(=O)Cc2c(F)cccc2Cl)N2CCCCC2)cc1 (stereo not drawn)	3%	?	-15	-5	-111*	1%	4%	12%	-8%
CCN(CC)C(=O)C1=C(C)NC(=S)NC1c1cccs1 (stereo not drawn)	-6%	-6%	-5	-2	-25	13%	5%	3%	?
O=C(N=C1SC2CS(=O)(=O)CC2N1c1cc(Cl)ccc1Cl)C1CCCO1 (stereo not drawn)	7%	-11%	3	10	-5	3%	-8%	14%	27%
NC(=O)N/N=C/c1ccc(N2CCOCC2)s1	6%	3%	-5	3	-14	-7%	?	-11%	-6%
CCOC(=O)C1=C(CNCc2ccc(F)cc2)NC(=O)NC1c1cccc([N+](=O)[O-])c1 (stereo not drawn)	12%	4%	-11	-24	-6	-14%	1%	-1%	4%
Cc1cc(C)cc(NC(=O)C(OC(=O)C2=COCCO2)c2ccccc2)c1 (stereo not drawn)	1%	7%	5	-16	-13	2%	2%	18%	4%
COc1ccc2c(c1)c1c(c(=O)n(Cc3ccccc3)c(=O)n1CC(=O)Nc1ccccc1F)n2C	1%	nt	2	nt	nt	nt	?	nt	-3%
c1ccc(-c2ccccc2OCCCCN2CCCCC2)cc1	0%	?	-38	-63*	-71*	?	-21%	?	-13%
CCn1cnc2cc(NS(=O)(=O)c3ccc(C)cc3)ccc21	-5%	-2%	11	18	35	5%	3%	-2%	1%
COc1ccc(C2OC34CCCCC3C(C#N)(C#N)C2(C#N)C(=N)O4)cc1 (stereo not drawn)	-3%	1%	6	19	0	11%	-1%	2%	4%
CC1=NN(c2ccccc2)C(=O)/C1=C\C=C1/N(C)c2ccccc2C1(C)C	7%	9%	-19	-86*	-26	0%	-16%	2%	-2%
O=C(CN1C(=O)C(=O)N(Cc2ccco2)C1=O)c1c[nH]c2ccccc12	-3%	?	7	31	1	?	-12%	-28%	5%
CN1c2ccccc2C(O)=C(C(=S)Nc2ccc(F)c(Cl)c2)S1(=O)=O	-26%	2%	-3	-3	9	?	16µM*	-27%	16µM*
COC(=O)c1cc2sccc2n1CC(=O)N(C)c1ccccc1	-3%	5%	-1	-25	4	0%	4%	0%	27%
O=C(NS(=O)(=O)Oc1ccc(Cl)cc1)OC[C@@H]1CCCN2CCCC[C@H]12	10%	1%	7	6	9	10%	11%	14%	19%
CC1(C)CC(=O)c2cc(OCC(=O)NCC3CCCO3)ccc2O1 (stereo not drawn)	0%	0%	1	-4	9	8%	5%	-2%	2%
Cc1ccc(C)c(C(=O)CN2C3=NCCCN3c3ccccc32)c1	0%	2%	-9	-66*	-8	?	-5%	?	5%
O=c1c2ccccc2nc(SCc2nnc(-c3ccccc3)o2)n1-c1ccc(F)cc1F	4%	-4%	3	23	0	-18%	1%	-17%	-2%
O=C(NCc1ccccc1)c1ccc(NC2=NC3CS(=O)(=O)CC3S2)cc1 (stereo not drawn)	-1%	-8%	22	0	6	19%	8%	8%	2%
Cc1noc(C)c1COc1cccc(C(=O)N(C)Cc2nc3ccccc3c(=O)[nH]2)c1	27%	1%	11	32	-1	1%	?	4%	-28%
COc1ccc(CC(=O)N/N=C(\C)c2ccccn2)cc1	6%	1%	23	77	-1	-10%	?	-20%	?
N/C(=N\OC(=O)COc1ccc(Cl)cc1Cl)c1ccccn1	-6%	-3%	-1	-14	-15	-9%	0%	-22%	-14%
CCOC(=O)C1CCCN(C(=O)c2cc(CN3C(=O)c4ccccc4C3=O)ccc2OC)C1 (stereo not drawn)	19%	-5%	-14	-6	-14	-8%	22%	-11%	-21%
COc1ccc(CNC(=O)CCNC(=O)C2CCN(S(=O)(=O)c3ccc(OC)cc3)CC2)cc1	-2%	nt	2	?	-2	0%	0%	-6%	2%
COC(=O)[C@H](C)NC(=O)Nc1ccc(S(N)(=O)=O)cc1	-4%	?	-9	23	-16	3%	1%	7%	8%
CC(=O)Nc1ccc2c(c1)CCCN2C(=O)c1ccccc1	16%	-2%	0	12	21	1%	0%	-1%	-5%
